From PubChem BioAssay
TGFb inhibitor: inhibitors of TGF-b signaling | HepG2 CAGA-GFP TGF-b/SMAD3 reporter, GFP fluorescence, 18 h; TGF-beta stimulated, 500 pg/mL final | Potency, µM (top dose mostly 46.1 µM), for inactives: top-dose activity, negative = inhibition, most hits filed as inhibitors | 410,000 compounds, 1.2% hits; further: potency means the concentration at half of the fitted maximal effect; on the % scale 0 is the no-effect control and ±100 the full control effect; nearly all actives have a fitted effect of over 65% in size
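HEPG2 CAGA-GFP, 1000 cells/well; 2 h settle, 37 C; cpd via pin tool; TGF-b 500 pg/mL final; 18 h, 37 C; GFP imaging ex488/em500-530; %Activity normalised to -TGF-b and +DMSO controls; CRC fit, curve class.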
EPAC2 agonist: EPAC2 (human) agonism | Q8WZA2 | EPAC2 activation, biochemical qHTS; response scale: 100% = 6.5 mM cAMP response | Potency, µM (highest dose often 154 µM), inactives show top-dose activation, usual class: activators | 360,000 compounds, 0.079% hits; further: potency means the concentration at half of the fitted maximal effect; nearly all actives have a fitted effect of over 50% in size
Target sequence (Q8WZA2 whole entry, looked up): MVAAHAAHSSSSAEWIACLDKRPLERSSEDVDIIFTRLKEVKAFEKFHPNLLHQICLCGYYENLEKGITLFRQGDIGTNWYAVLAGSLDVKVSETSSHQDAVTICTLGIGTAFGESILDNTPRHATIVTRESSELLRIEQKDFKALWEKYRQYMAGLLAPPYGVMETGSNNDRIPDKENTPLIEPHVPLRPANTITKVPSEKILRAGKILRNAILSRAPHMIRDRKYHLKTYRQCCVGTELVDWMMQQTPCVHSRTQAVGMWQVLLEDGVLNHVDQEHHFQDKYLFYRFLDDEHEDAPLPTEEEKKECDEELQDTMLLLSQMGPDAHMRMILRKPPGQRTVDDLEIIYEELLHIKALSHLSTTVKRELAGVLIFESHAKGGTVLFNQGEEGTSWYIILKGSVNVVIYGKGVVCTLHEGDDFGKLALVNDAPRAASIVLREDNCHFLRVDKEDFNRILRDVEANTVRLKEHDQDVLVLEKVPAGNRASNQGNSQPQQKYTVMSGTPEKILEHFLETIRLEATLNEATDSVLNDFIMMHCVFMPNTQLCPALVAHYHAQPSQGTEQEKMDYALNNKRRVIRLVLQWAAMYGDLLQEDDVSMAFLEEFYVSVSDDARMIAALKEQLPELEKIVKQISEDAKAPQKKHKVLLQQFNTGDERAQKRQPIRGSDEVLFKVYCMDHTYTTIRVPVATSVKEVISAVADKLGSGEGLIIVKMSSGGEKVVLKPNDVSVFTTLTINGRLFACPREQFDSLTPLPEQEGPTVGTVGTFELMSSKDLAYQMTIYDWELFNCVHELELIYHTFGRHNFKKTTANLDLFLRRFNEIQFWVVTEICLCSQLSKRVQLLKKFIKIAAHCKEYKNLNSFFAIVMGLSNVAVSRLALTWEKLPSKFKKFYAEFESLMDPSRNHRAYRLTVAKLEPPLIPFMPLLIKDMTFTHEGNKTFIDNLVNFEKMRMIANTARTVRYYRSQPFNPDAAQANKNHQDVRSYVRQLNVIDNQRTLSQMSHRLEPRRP
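Readout is BODIPY fluorescence (480 nm excitation, 540 nm emission), which falls as labeled GDP is exchanged off Rap1B. EPAC2 at 100 nM acted on 250 nM RAP1B-BODIPY-GDP with 50 uM GDP present.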
Mm-Cpn inhibitor: M. maripaludis TRiC chaperonin inhibition. purified Mm-Cpn ATPase, ADP Transcreener TR-FRET. Potency, µM (top dose mostly 76.9 µM), for the others: at the highest dose activity, negative = inhibition, actives largely listed as inhibitors. 330,000 compounds, 0.031% hits; further: potency means the concentration at half of the fitted maximal effect; on the % scale 0 is the no-effect control and ±100 the full control effect; nearly all actives have a fitted effect of over 80% in size
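ATP (10 uM final) was added to archaeal chaperonin (25 nM final) after 10 min exposure to test compound at 37°C; after 30 min further incubation, ADP was detected by competitive TR-FRET.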
EPAC2 antag: blocks human EPAC2 exchange factor | Q8WZA2 | EPAC2 GEF exchange of Rap1B-BODIPY-GDP, fluorescence | Potency, µM (doses to about 114 µM), for the others: at the highest dose activity, negative = inhibition, actives largely listed as inhibitors | 360,000 compounds, 0.18% hits | AID 720708; further: potency means the concentration at half of the fitted maximal effect; on the % scale 0 is the no-effect control and ±100 the full control effect; nearly all actives have a fitted effect of over 45% in size; many of its hits are not listed in these tables
Nrf2 block: blocks Nrf2 signaling | A549 ARE-Fluc reporter, luciferase luminescence, 18-24 h | Potency, µM (top dose mostly 46 µM), inactives show top-dose activity change, negative = inhibition, most hits filed as inhibitors | 360,000 compounds, 2.1% hits; further: potency means the concentration at half of the fitted maximal effect; on the % scale 0 is the no-effect control and ±100 the full control effect; nearly all actives have a fitted effect of over 60% in size
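Nrf2 function is reported as luminescence of an ARE-controlled luciferase in A549 cells. Compounds were tested at several concentrations, and a CellTiter-Fluor read on the same wells flagged cytotoxicity.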
Nrf2 activator: Nrf2 pathway activation. AID 624171. 410,000 compounds, 0.31% hits. Potency, µM (doses to about 46.1 µM), for inactives: at the top dose activation, hits mostly activators. AREc32 ARE-luciferase reporter (MCF7-derived line), luminescence, 24 h; further: potency means the concentration at half of the fitted maximal effect; % of control where 0% means no effect; nearly all actives have a fitted effect of over 65% in size
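AREc32_Fluc, 1000 cells/well, OPTI-MEM + 5% FBS, o/n 37 deg C 5% CO2; 23 nL cpd by pin tool, 24 hr; Steady-Glo 30 min RT, luminescence.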
Akt phos inh: inhibitors of Akt phosphorylation; Neuro2A IGF-stimulated pAkt S473 HTRF, 20 min; hits give low values; activity change, % for hits at 50 µM; 360,000 compounds, 0.32% hits; in the data active means activity change below about -80%; inconclusive means mostly about -51% to -80%; further: on the % scale 0 is the no-effect control and ±100 the full control effect
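Neuro2A cells (4,500/well, DMEM with 0.5% FBS) were treated with compound at a single 50 µM final concentration, stimulated with 6 nM IGF for 20 min at 37 °C, and lysed. Phospho-Akt Ser473 was read by HTRF as 665/615 ratio ×10^4.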
CCT chaperon mod: changes cytosolic chaperonin activity | purified chaperonin ATPase assay, HTRF ADP detection, 30 min | AID 651819 | activity change, % (test concentration not listed), hits read low | 360,000 compounds, 0.3% hits; in the data active means activity change below about -30%; further: on the % scale 0 is the no-effect control and ±100 the full control effect
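Nucleotide hydrolysis assay: TRiC at 20–40 nM final (set by batch activity) with 10 uM ATP, 30 min at 37 °C, in presence of 76 uM compound. Detection by competitive ADP HTRF, 30 min ambient.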
A549 viability: kills or reduces viability of A549 cells in Nrf2 counter-screen. A549 ARE-Fluc cells, CellTiter-Fluor viability, 18-24 h. 390,000 compounds, 0.16% hits. AID 504648. Potency, µM (doses to about 46 µM), without a hit: top-dose activity change, negative = cytotoxicity, most hits filed as inhibitors; further: potency means the concentration at half of the fitted maximal effect; on the % scale 0 is the no-effect control and ±100 the full control effect
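A549 ARE-Fluc cells in 5% FBS OPTI-MEM, 5000 cells/well, rested 2 h then exposed to compounds in concentration-response for 18-24 h at 37 °C. Viability by CellTiter-Fluor fluorescence (Ex 405/Em 525) after 30 min; luciferase luminescence (BugLite, 15 min, RT) read afterwards.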
Starred values were filed as active, the others as inactive; i = inactive; ? = inconclusive; . = not tested or not shown; [ ] = remark or other dose. Unless noted, the call rests on the fitted dose curve; in most records, active means well fitted curve in the direction sought with a large enough effect; inconclusive means small, poorly fitted or top-dose-only effect, or another doubt; inactive means no such curve, though single readings can be large; an effect the other way counts as inactive or inconclusive. This is a subset, so the mix of outcomes need not match the whole.

SMILES | TGFb inhibitor | EPAC2 agonist | Mm-Cpn inhibitor | EPAC2 antag | Nrf2 block | Nrf2 activator | Akt phos inh | CCT chaperon mod | A549 viability
Cc1cc(C)nc(SCCn2c(N3CC(C)OC(C)C3)nc3c2c(=O)n(C)c(=O)n3C)n1 (stereo not drawn) | -21% | 4% | -1% | 5% | -9% | -0.5% | i | -1.3 | 0%
Cc1ccc(C)c(S(=O)(=O)N2CCC(c3nc4c(nnn4Cc4ccc5c(c4)OCCO5)c(=O)[nH]3)CC2)c1 | ? | 8% | 0% | -10% | ? | 4.4% | i | 1.8 | -11%
CCNC(=S)N/N=C/c1cccc(OCc2c(F)cccc2Cl)c1 | ? | 3% | -1% | -4% | ? | -0.3% | i | -1.6 | 1%
C=CC[n+]1c(C)csc1Nc1ccc(C)cc1 | -3% | 6% | 4% | -13% | -2% | 3.2% | i | -0.7 | 2%
CCOC(=O)C1=C(C)NC(C)=C(C(=O)OCC)C1C(=O)OCC(=O)N1CCCCC1C (stereo not drawn) | 19% | 5% | 1% | 1% | -13% | -1.2% | i | 1.5 | 0%
Cc1[nH]c2ccccc2c1CCN(Cc1cccs1)C(=S)Nc1ccccc1 | ? | 13% | -3% | -20% | -11% | 4.5% | i | -2.1 | -4%
CCOc1ccc(S(=O)(=O)N2CCOCC2)cc1NC(=O)c1ccc(N2CCCC2=O)cc1 | -38% | 4% | -4% | 2% | -20% | 0.3% | i | -0.5 | 13%
CCc1c(-c2ccccc2)nc2nc(C)c(C)nn12 | 2% | 16% | -6% | -12% | 13% | 4.3% | i | -0.9 | ?
O=C(C1CCN(S(=O)(=O)c2ccc(F)cc2)CC1)N1CCCC(C(F)(F)F)C1 (stereo not drawn) | 4% | 8% | 1% | 9% | 3% | -0.8% | i | -3.3 | -4%
FC(F)(F)c1cccc(Cn2c3[n+](c4ccc(C(F)(F)F)cc42)CCCCC3)c1 | -3% | -2% | 2% | 5% | 4% | 3.1% | i | -0.4 | 1%
CC(=O)c1ccc(N2CCN(c3ncnc4onc(C)c34)CC2)cc1 | 2% | . | . | . | -94% | -1.2% | . | . | -16%
CCC(C)C(NC(=O)C1CCC(C)CC1)C(=O)NC(CCSC)C(=O)OC (stereo not drawn) | -14% | -15% | 0% | -10% | -5% | -0.2% | i | -1.1 | 9%
Cc1cccc(Cc2cnc(NC(=O)CN3C(=O)/C(=C/c4ccccc4)SC3=S)s2)c1 | -30% | 1% | 1% | 5% | -1% | 0.4% | i | -2.6 | -18%
O=C(C1CCN(S(=O)(=O)c2ccc(Br)s2)CC1)N1CCN(c2cccc(Cl)c2)CC1 | -11% | . | . | . | ? | -0.5% | . | . | -6%
N/C(=N\OS(=O)(=O)c1ccc(Cl)cc1)c1ccccn1 | 0% | 10% | -1% | 7% | -4% | 5.0% | i | 1.4 | ?

Three entries from above, with two lines to a compound.
The line under a structure holds: TGFb inhibitor | EPAC2 agonist | Mm-Cpn inhibitor | EPAC2 antag | Nrf2 block | Nrf2 activator | Akt phos inh | CCT chaperon mod | A549 viability
FC(F)(F)c1cccc(Cn2c3[n+](c4ccc(C(F)(F)F)cc42)CCCCC3)c1
    -3% | -2% | 2% | 5% | 4% | 3.1% | i | -0.4 | 1%
CC(=O)c1ccc(N2CCN(c3ncnc4onc(C)c34)CC2)cc1
    2% | . | . | . | -94% | -1.2% | . | . | -16%
CCC(C)C(NC(=O)C1CCC(C)CC1)C(=O)NC(CCSC)C(=O)OC (stereo not drawn)
    -14% | -15% | 0% | -10% | -5% | -0.2% | i | -1.1 | 9%

Going on with the list.
SMILES | TGFb inhibitor | EPAC2 agonist | Mm-Cpn inhibitor | EPAC2 antag | Nrf2 block | Nrf2 activator | Akt phos inh | CCT chaperon mod | A549 viability
CCOC(=O)c1cc2c(=O)n3ccccc3nc2n(CCOC)c1=NC(=O)c1cc2ccccc2o1 | 7% | . | . | . | -9%[9.27 µM] | 0.0% | . | . | 1%
CC[C@]12C(=O)N(C)C[C@H]([C@@H]3C(=O)N(Cc4ccccc4)C(=O)[C@@H]31)N2C(=O)c1ccc(Br)cc1 | -1% | -6% | . | -11% | 18% | 0.1% | i | 1.6 | -1%
Cc1nnsc1C(=O)NNc1ccc(C(C)C)cc1 | -17% | 3% | 0% | 2% | ? | 1.9% | i | -1.4 | 1%
CC(C)CCNC(=S)Nc1ccc([N+](=O)[O-])cc1 | ? | -7% | 0% | -12% | ? | 5.4% | i | 2.1 | ?
COc1cc(OC)cc(C(=O)NC(C(=O)N2CCC2)C(C)C)c1 (stereo not drawn) | -2% | 11% | -2% | 3% | -2% | -0.5% | i | 1.3 | -3%
CC1CCCCN1CCNS(=O)(=O)c1ccc2c(c1)oc(=O)n2C (stereo not drawn) | -1% | 1% | -2% | 8% | 5% | 0.3% | i | 1.0 | 11%
CCN(C(=O)CSc1nc2cc(S(=O)(=O)N(CC)CC)ccc2o1)C1CCS(=O)(=O)C1 (stereo not drawn) | -2% | 5% | -4% | 5% | -29% | -0.3% | i | -1.0 | -1%
O=C(Nc1cnccn1)c1ccc(F)cc1Cl | 3% | 5% | 0% | 7% | -38% | -0.7% | i | -0.1 | 2%
C#CC[N+]1(CC#Cc2ccccc2)CCOCC1 | -5% | -7% | -5% | 8% | -3% | -0.7% | i | 1.2 | -4%
Cc1cc2nc3n(c2cc1C)CCCN3 | -1% | 7% | -2% | 3% | -11% | -0.3% | i | -0.4 | 2%
Cc1ccc(C(=O)NCCCNC(=O)c2ccccc2C)cn1 | 7% | 0% | 0% | -3% | -2% | 0.0% | i | 0.9 | 0%
O=C(NC1CCCCC1)/C(=N\O)c1ccccn1 | 8% | 10% | 0% | -1% | 4% | 0.1% | i | 2.1 | 2%
COC(=O)[C@]12CCCCC=C1N(Cc1cccc3ccccc13)C(=O)[C@H](CC(=O)NCC13CC4CC(CC(C4)C1)C3)C2 | . | 4% | . | -7% | . | 2.8% | i | 0.0 | .
CCCCn1c(NC(C)=O)c(C#N)c2nc3ccccc3nc21 | 1% | 9% | -10% | -4% | -28% | 0.2% | i | -1.7 | ?
CCCCSc1nc(C)[nH]c1[N+](=O)[O-] | 3% | 8% | 0% | 16%[57.1 µM] | 3% | 0.4% | i | -1.2 | ?
COc1ccc(-c2nc(CS(=O)(=O)CC(=O)NCc3cccc(Br)c3)c(C)o2)cc1 | -20% | -3% | -23% | -10% | -10% | 0.0% | i | -0.9 | 0%
CCOC(=O)c1c(C)nc2sc3c(=O)n(-c4ccc(C)cc4)cnc3c2c1-c1ccc(OC)cc1 | -6% | -4% | -4% | 0% | -7% | -0.1% | -110%* | -2.9 | -5%
Cc1ccc(N2C(=O)N(c3ccc(C)cc3)C3CS(=O)(=O)CC32)cc1 (stereo not drawn) | 2% | -1% | -3% | 6% | 4% | -0.4% | i | 2.4 | 0%
Cc1ncc(CO)c(CO)c1OCC(O)CN1CCN(c2ccc(F)cc2)CC1 (stereo not drawn) | 4% | 2% | . | 3% | . | 0.2% | i | -0.2 | .
CCOC(=O)c1c(NC(=O)CSc2ncnc3ccccc23)sc(C(C)=O)c1C | -10% | 6% | -11% | 8% | -4% | 10% | i | -0.5 | 1%
O=C(N=C1SC2CS(=O)(=O)CC2N1c1ccc(F)c(Cl)c1)C1CCCO1 (stereo not drawn) | 10% | 3% | -1% | 1% | 10% | -0.8% | i | 1.0 | 0%
Cc1[nH]c(=O)[nH]c(=O)c1S(=O)(=O)N1CCCC(C(=O)NCCC2=CCCCC2)C1 (stereo not drawn) | 3% | 10% | 1% | 2% | 3% | -0.6% | i | 1.7 | 7%
O=C(NC1CCCC1)c1ccc(CSc2nc3cccnc3n2Cc2cccc(F)c2)cc1 | ? | . | . | . | ? | 0.9% | . | . | -9%
Cc1cccc(NC(=O)CN2CCN(C(=O)c3cncn3-c3ccc(F)cc3)CC2)c1C | 4% | 8% | -1% | 2% | -8% | -0.6% | i | 0.7 | -1%
CCC(=O)c1ccc(OCC(O)CN2CCc3ccccc3C2)cc1 (stereo not drawn) | -15% | 3% | 1% | 5% | 6% | -0.4% | i | -1.1 | 5%
O=P(c1ccccc1)(c1ccccc1)C1CCCO1 (stereo not drawn) | 2% | 7% | 1% | -1% | 0% | -0.4% | i | -1.9 | 5%
C=C(C)CC(NCCc1ccccc1)c1ccco1 (stereo not drawn) | -2% | 16% | 3% | 6% | 19% | -0.3% | i | -2.2 | 6%
COc1cccc(-c2csc(N3CCN(C(=S)Nc4ccccc4)CC3)n2)c1 | -2% | 13% | -13% | 9% | -20% | 3.8% | i | 1.3 | -5%
Cc1c2cnn(CC(=O)O)c(=O)c2c(C)n1Cc1ccccc1 | -19% | 5% | 1% | -1% | 8% | 0.1% | i | 2.3 | 3%
CC(=O)Oc1cccc(C2=CC(=O)CC(C)(C)C2=O)c1 | 3% | 13% | . | 4% | . | 0.2% | i | -2.0 | .
COC(=O)[C@@]12CCCCN1[C@H](c1ccc(-c3ccc(OC)cc3)cc1)[C@H]1C(=O)N(C)C(=O)[C@H]12 | -6% | 9% | 1% | 4% | -11% | -0.9% | i | -2.2 | -1%
O=C(Oc1ccccc1)c1ccccc1C(=O)Oc1ccccc1 | -14% | 13% | . | -24% | 8% | 0.5% | i | 2.4 | -2%
COc1ccc(N(CC(=O)Nc2ccc(Cl)cc2)S(=O)(=O)c2c(C)n[nH]c2C)cc1 | ? | -4% | 1% | -8% | 1% | 1.3% | i | 2.1 | 3%
CC/C(=N\NC(=O)C(N)=O)c1ccccc1O | ? | 1% | 1% | 2% | -14% | 0.2% | i | 2.0 | -1%
Cc1c(/N=C/c2ccco2)n(Cc2ccccc2)c2ccccc12 | -8% | -2% | 1% | 5% | -2% | 5.3% | i | -0.2 | -12%
Cc1ccc(-c2cc(C(=O)N3CCOCC3)c3ccccc3n2)cc1 | 19% | 1% | 1% | 3% | 15% | -0.3% | i | -0.9 | -9%
